GPR151 activ = activators of human GPR151; Q8TDV0; PathHunter beta-arrestin GPR151 cells, luminescence; activation, % at 11.2 µM; 650,000 tested, 1% active; in the data active = activation above about 4.9%;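 also: 0% = median of compound wells and 100% = cells with positive control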
Target sequence (Q8TDV0 whole entry, looked up): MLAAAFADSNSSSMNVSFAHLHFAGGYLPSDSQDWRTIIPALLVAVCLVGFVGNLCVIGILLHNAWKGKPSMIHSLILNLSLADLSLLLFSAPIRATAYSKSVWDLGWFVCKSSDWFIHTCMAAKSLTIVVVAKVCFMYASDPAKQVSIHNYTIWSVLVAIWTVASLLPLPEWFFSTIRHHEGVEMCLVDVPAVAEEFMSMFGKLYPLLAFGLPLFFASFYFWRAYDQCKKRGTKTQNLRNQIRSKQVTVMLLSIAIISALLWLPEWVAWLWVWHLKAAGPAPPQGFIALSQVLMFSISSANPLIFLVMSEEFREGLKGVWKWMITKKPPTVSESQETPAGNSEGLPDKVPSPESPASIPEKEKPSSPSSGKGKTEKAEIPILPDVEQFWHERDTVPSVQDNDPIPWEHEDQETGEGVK
TEAD-YAP inh = TEAD-YAP interaction inhibition. 640,000 tested, 1.4% active. HEK-TIYL cells, TEAD-Gal4/YAP UAS-luciferase luminescence. inhibition, % at 9.12 µM; in the data active = inhibition above about 32%;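 also: 0% = median of test compound wells and 100% = reference inhibitor wells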
MITF inh = blocks human microphthalmia-associated transcription factor | 650,000 tested, 0.91% active | O75030 | AID 1259374 | inhibition, % at 2.6 µM | AlphaScreen MITF homodimerization, bead proximity signal; in the data active = inhibition above about 50%;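 also: 0% = vehicle wells with protein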
FBW7 act = human FBW7 E3 ligase activation, primary screen; AlphaScreen FBW7–phospho-cyclin E peptide binding, activator screen; AID 1259310; normalized activity (activation), % at 26.1 µM; 650,000 tested, 0.13% active; in the data active = normalized activity above about 1.9%;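 also: purified mutant Fbw7 with reduced substrate affinity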
Target sequence (Q969H0 whole entry, looked up): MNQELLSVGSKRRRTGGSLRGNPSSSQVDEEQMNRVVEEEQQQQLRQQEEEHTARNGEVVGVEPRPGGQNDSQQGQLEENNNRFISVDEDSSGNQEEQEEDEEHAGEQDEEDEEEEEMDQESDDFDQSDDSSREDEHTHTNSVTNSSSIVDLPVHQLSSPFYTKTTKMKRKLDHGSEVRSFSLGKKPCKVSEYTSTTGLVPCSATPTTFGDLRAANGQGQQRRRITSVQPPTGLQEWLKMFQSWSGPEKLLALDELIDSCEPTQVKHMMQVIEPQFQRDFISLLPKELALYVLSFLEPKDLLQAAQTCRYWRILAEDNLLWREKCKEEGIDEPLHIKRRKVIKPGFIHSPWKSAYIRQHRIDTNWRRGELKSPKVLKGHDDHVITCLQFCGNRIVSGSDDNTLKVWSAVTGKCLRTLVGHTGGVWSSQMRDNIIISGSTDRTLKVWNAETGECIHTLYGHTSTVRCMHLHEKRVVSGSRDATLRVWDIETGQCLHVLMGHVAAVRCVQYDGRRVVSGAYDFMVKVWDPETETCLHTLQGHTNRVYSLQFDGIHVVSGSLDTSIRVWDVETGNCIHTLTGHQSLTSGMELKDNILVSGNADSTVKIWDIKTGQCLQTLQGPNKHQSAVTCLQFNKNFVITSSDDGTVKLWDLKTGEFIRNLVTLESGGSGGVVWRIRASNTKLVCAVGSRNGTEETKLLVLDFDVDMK
Numbers without * were called inactive.

nr | SMILES | GPR151 activ | TEAD-YAP inh
1 | COc1ccc(NC(=O)Cn2cc3c(n2)CCCCC3)cc1Cl | 0.2 | 7
2 | CC(=O)n1cc(/C=N/NC(=O)CSc2nc3ccccc3o2)c2ccccc21 | -1.8 | -8
3 | Cc1ccc(C(=O)N/C(=C\c2ccco2)C(=O)NCCCN2CCCC2=O)cc1C | 1.1 | -4
4 | CC1CCC2(CC1)NC(=O)N(CC(=O)Nc1ccccc1C(=O)Nc1ccccc1)C2=O (centres undefined) | -0.1 | 10
5 | Cc1noc(C)c1COC(=O)c1cc(S(=O)(=O)N2CCOCC2)c(Cl)cc1Cl | 1.0 | 3
6 | CCN(CC)c1ccc(NC(=O)CN2CCN(c3ccccc3OC)CC2)cc1 | -1.5 | 7
7 | O=C(NCc1ccccn1)C(=O)N/N=C/c1ccc(F)cc1 | -1.9 | -5
8 | COCCN(CCOC)Cc1c(C)[nH]c2c(C)c(C)ccc2c1=O | -0.5 | -4
9 | COc1ccccc1/C=C/CN1CCc2nnc(C(C)NC(=O)c3cccnc3)n2CC1 (centres undefined) | 0.1 | -3
10 | CCOC(=O)c1sc(N/C=C(/NC(=O)c2cccs2)C(=O)OC)nc1C | -1.3 | 2

nr | MITF inh | FBW7 act
1 | 1 | 0.2
2 | 22 | -0.3
3 | 1 | 0.1
4 | -7 | 0.1
5 | 9 | 0.1
6 | 15 | -0.1
7 | 17 | 0.2
8 | -13 | 0.1
9 | 5 | 0.2
10 | -9 | -0.2

Next part.
nr | SMILES | GPR151 activ | TEAD-YAP inh
11 | Cc1ccc(-n2c(COc3cccc(C)c3)n[nH]c2=S)cc1 | 1.0 | 1
12 | Cc1cc(C)n2nc(C(=O)NC3(c4cccc(F)c4)CCCC3)cc2n1 | 1.4 | 3
13 | COC(=O)C1=C(C)N(Cc2cccnc2)C(=O)/C1=C\c1ccc(Cl)cc1 | 1.3 | 3
14 | CCOC(=O)c1c(-c2ccccc2)oc2ccc(OCC(=O)N(CC)CC)cc12 | 0.2 | 11
15 | Cc1cccc2c1-c1sc(C(=O)NCCN(C)C)cc1CO2 | -1.5 | -17
16 | CCCC(=O)Nc1nc2ccc(N)cc2s1 | -0.6 | -13
17 | O=C(NCc1ccc(Cl)cc1)C(=O)Nc1ccccc1Br | -0.6 | -14
18 | Nc1cc(N)nc(SCC(=O)NC2CCCc3ccccc32)n1 (centres undefined) | 2.3 | -5
19 | CC12C=CC(C)(O1)C1C(=O)N(c3cc(C(F)(F)F)ccc3Cl)C(=O)C12 (centres undefined) | -0.1 | 2
20 | COC(=O)c1ccc(Nc2ncnc3nc[nH]c23)cc1 | -0.2 | 12

nr | MITF inh | FBW7 act
11 | -4 | 0.0
12 | -8 | -0.1
13 | 12 | 0.2
14 | 9 | 0.0
15 | -5 | -0.1
16 | 11 | 0.1
17 | 13 | 0.3
18 | 5 | -0.2
19 | 8 | 0.0
20 | -3 | -0.1

Gathered by group: those above containing a Cl atom.
nr | SMILES | GPR151 activ | TEAD-YAP inh
1 | COc1ccc(NC(=O)Cn2cc3c(n2)CCCCC3)cc1Cl | 0.2 | 7
5 | Cc1noc(C)c1COC(=O)c1cc(S(=O)(=O)N2CCOCC2)c(Cl)cc1Cl | 1.0 | 3
13 | COC(=O)C1=C(C)N(Cc2cccnc2)C(=O)/C1=C\c1ccc(Cl)cc1 | 1.3 | 3
17 | O=C(NCc1ccc(Cl)cc1)C(=O)Nc1ccccc1Br | -0.6 | -14
19 | CC12C=CC(C)(O1)C1C(=O)N(c3cc(C(F)(F)F)ccc3Cl)C(=O)C12 (centres undefined) | -0.1 | 2

nr | MITF inh | FBW7 act
1 | 1 | 0.2
5 | 9 | 0.1
13 | 12 | 0.2
17 | 13 | 0.3
19 | 8 | 0.0

Next part.
nr | SMILES | GPR151 activ | TEAD-YAP inh
21 | CCN=C1S/C(=C2\C(=O)N(C)c3ccccc32)C(=O)N1CC | -1.7 | -2
22 | Fc1cccc(Cl)c1CSc1nnc(-c2ccccc2Cl)o1 | -1.0 | -5
23 | Cc1cc(=O)n2ccc(CN3CCCCC3)c(O)c2n1 | -2.3 | -1
24 | COC(=O)c1c(N)n(CCO)c2nc3ccccc3nc12 | 1.4 | 6
25 | CCOC(=O)C1CCCCN1c1c(-c2ccc(C)cc2)c(=O)c1=O (centres undefined) | -1.9 | -9
26 | COc1ccccc1-n1c(SCC(=O)N(C)C2CCCCC2)nnc1-c1cccnc1 | 0.6 | 9
27 | C=CCSc1nc2sc3c(c2c(=O)n1Cc1ccccc1)CCC(C(C)(C)C)C3 (centres undefined) | -1.0 | 2
28 | Fc1ccc(OCCN2CCNCC2)cc1 | 1.7 | 10
29 | Cc1ccc2c(c1)c(=O)c1ccccc1n2CC(=O)Nc1cccc(F)c1 | -0.9 | 2
30 | Cc1ccc(N=Cc2nc(-c3ccc(Br)cc3)oc2O)c(Br)c1 | -0.5 | 8

nr | MITF inh | FBW7 act
21 | 8 | 0.3
22 | 3 | 0.2
23 | 25 | 0.1
24 | 9 | 0.1
25 | -2 | -0.1
26 | -1 | -0.1
27 | -5 | 0.6
28 | 60* | -0.2
29 | 4 | 0.1
30 | 11 | -0.1

Continued.
nr | SMILES | GPR151 activ | TEAD-YAP inh
31 | O=C(Nc1nc(-c2nc3ccccc3s2)cs1)c1ccc(S(=O)(=O)N2CCCCCC2)cc1 | 0.0 | -1
32 | CCN(CC)CCNc1cc(C)nc2cc(-c3ccc(F)cc3)nn12 | 0.2 | -12
33 | O=C(C(Cc1ccccc1)NS(=O)(=O)c1cccs1)N1CCCCC1 (centres undefined) | -0.2 | 0
34 | CCCn1c2ccccc2c2nnc(SC(CC)C(=O)Nc3ccc(S(N)(=O)=O)cc3)nc21 (centres undefined) | 1.5 | 11
35 | O=C1CCCCc2sc([N+](=O)[O-])cc2N1 | 1.7 | -6
36 | COc1ccc(-c2noc(NCc3ccccc3)n2)cc1OC | -1.3 | -3
37 | COc1ccc(-c2cnnc(N/N=C/c3ccc(O)c(Br)c3)n2)cc1 | 0.4 | -7
38 | CC1CN(c2cc(=O)n(-c3ccc(Cl)cc3)c(=O)[nH]2)CC(C)O1 (centres undefined) | 0.9 | 1
39 | CC(Oc1ccc(Br)cc1)C(=O)O/N=C(\N)c1cccc([N+](=O)[O-])c1 (centres undefined) | 5.7* | -6
40 | CCOc1ccc(NC(=O)c2sc3ncn(Cc4ccccc4Cl)c(=O)c3c2C)cc1 | -1.1 | 4

nr | MITF inh | FBW7 act
31 | -5 | 0.2
32 | -15 | -0.2
33 | 5 | -0.1
34 | 8 | 0.0
35 | 4 | -0.1
36 | 4 | 0.0
37 | 5 | -0.2
38 | 14 | 0.1
39 | 13 | -0.1
40 | 6 | 0.0

More entries:
nr | SMILES | GPR151 activ | TEAD-YAP inh
41 | O=C(NC1=NCCS1)c1cccc(NC(=O)c2ccco2)c1 | -0.5 | -12
42 | O=C1[C@@H]2C[C@H](NCc3ccc(Cl)s3)CN2C(=O)[C@H]2CCCN12 | 0.9 | -8
43 | CCOc1cc(C=O)cc(N=Nc2cccc([N+](=O)[O-])c2)c1O | -0.6 | -12
44 | COc1cccc(-c2nc3ccccc3c(=O)n2N)c1 | -0.3 | -1
45 | CCSc1nnc(-c2ccc(S(=O)(=O)NCc3cccs3)cc2)o1 | 0.1 | -8
46 | Cn1nccc1C(=O)Nc1ccc(Cl)cc1Cl | -0.3 | -16
47 | COc1ccc(C(=O)Oc2ccc(C(=S)N3CCC(C)CC3)cc2OC)cc1 | -0.4 | 3
48 | CC(=O)c1ccc(NC(=S)NCC2CCCO2)cc1 (centres undefined) | 5.4* | -28
49 | CCN(CC)CCN1CCN(c2ccnc3c(-c4cccc(OC)c4)cnn23)CC1 | 2.6 | -47
50 | CCn1c(C(=O)O)c(CC(=O)NCc2ccco2)c2ccccc21 | -1.3 | 7

nr | MITF inh | FBW7 act
41 | 6 | 0.0
42 | -1 | -0.2
43 | -3 | -0.1
44 | -8 | 0.0
45 | -3 | 0.1
46 | -2 | 0.0
47 | 24 | 0.3
48 | -9 | -0.1
49 | -14 | -0.1
50 | 11 | 0.1

Part of the list above, showing only MITF inh, GPR151 activ and FBW7 act:
cpd	mol	MITF inh	GPR151 activ	FBW7 act
16	CCCC(=O)Nc1nc2ccc(N)cc2s1	11	-0.6	0.1
17	O=C(NCc1ccc(Cl)cc1)C(=O)Nc1ccccc1Br	13	-0.6	0.3
18	Nc1cc(N)nc(SCC(=O)NC2CCCc3ccccc32)n1 (centres undefined)	5	2.3	-0.2
19	CC12C=CC(C)(O1)C1C(=O)N(c3cc(C(F)(F)F)ccc3Cl)C(=O)C12 (centres undefined)	8	-0.1	0.0

(further entries)
nr | SMILES | GPR151 activ | TEAD-YAP inh
51 | COc1ccc(CN(CCCN(C)C)CCCN(C)C)cc1OC | -0.2 | 1
52 | Cc1ccccc1OCCOc1cccc(C=O)c1 | 1.6 | -50
53 | Cc1cccc(CN2CCC(N3CCC(C(=O)N4C[C@@H](C)O[C@@H](C)C4)CC3)CC2)n1 | -0.2 | -5
54 | CCOC(=O)C1=C(C)N=c2s/c(=C/c3cc([N+](=O)[O-])ccc3O)c(=O)n2C1c1cc(OC)c(OC)cc1Br (centres undefined) | -0.9 | 2
55 | C[C@@H](O)[C@@H]1NC(=O)[C@@H]2C[C@H](NC(=O)c3cccnc3)CN2C1=O | 1.2 | -7
56 | O=C(COc1ccc(Br)cc1Cl)Nc1cccnc1 | 0.2 | -61
57 | CCCCc1cc(C(=O)Cc2ccccn2)c(O)cc1O | 4.8 | -11
58 | CN(C)/C=C(\C=O)c1cccc(Cl)c1 | 1.5 | -9
59 | O=C(CCc1nnc(CCc2ccccc2)o1)NCC1CCCN(CCc2ccccc2)C1 (centres undefined) | 0.8 | 4
60 | Cc1ccc(S(=O)(=O)Nc2ccc(-c3csc(C)n3)cc2)c(C)c1 | -0.5 | 1

nr | MITF inh | FBW7 act
51 | 35 | 0.0
52 | 5 | -0.1
53 | 7 | 0.0
54 | 15 | 0.5
55 | 9 | -0.2
56 | -5 | -0.2
57 | -2 | 0.1
58 | 3 | 0.4
59 | 14 | -0.1
60 | 1 | -0.1

(listing goes on)
nr | SMILES | GPR151 activ | TEAD-YAP inh
61 | CCc1cc2cc3c(cc2n2c(=O)n(CC(N)=O)nc12)OCO3 | -0.4 | -11
62 | CC(C)c1ccc(OCC(=O)Nc2cccc(F)c2)cc1 | 1.3 | -47
63 | COc1nc(NC(=O)NS(=O)(=O)c2ccccc2C)nc(C(Cl)(Cl)Cl)n1 | -0.5 | -8
64 | CN(C)CCNc1cc(-c2ccncc2)nc(-c2ccncc2)n1 | -1.6 | -17
65 | Cc1cccc(C)c1-n1c(SCc2cc(F)cc3c2OCOC3)nc2c(sc(=S)n2CCc2ccccc2)c1=O | -1.2 | 2
66 | O=C1NC(=O)c2cc(N3C(=O)c4ccc(Oc5ccc(Cl)cc5)cc4C3=O)ccc21 | 0.2 | 5
67 | O=C(CCCn1c(=O)c2sccc2n(Cc2ccccc2F)c1=O)NCc1ccco1 | 0.2 | -8
68 | c1cc(-c2ccc3c(c2)OCO3)nc(NCCN2CCOCC2)n1 | 0.8 | -11
69 | CCC(C)c1ccc(NC(=O)C2C3C=CC(C3)C2C(=O)O)cc1 (centres undefined) | 0.0 | 2
70 | CC(C)c1ccccc1OCCNS(=O)(=O)c1ccc2ccccc2c1 | 0.6 | -9

nr | MITF inh | FBW7 act
61 | -6 | -0.1
62 | 3 | 0.4
63 | 1 | 0.2
64 | 4 | -0.1
65 | -10 | -0.2
66 | -2 | -0.2
67 | 4 | -0.2
68 | -2 | -0.1
69 | 14 | 0.0
70 | -5 | 0.0

Single values from above.
MITF inh, cpd 70 is entered as -5
MITF inh, cpd 63 is entered as 1
GPR151 activ, cpd 65 is entered as -1.2
TEAD-YAP inh, cpd 64 is entered as -17
GPR151 activ, cpd 67 is entered as 0.2
GPR151 activ, cpd 69 is entered as 0.0

New compounds follow
nr | SMILES | GPR151 activ | TEAD-YAP inh
71 | c1cnc2ccc(Nc3nc(NC4CC4)c4ncn(C5CCCCC5)c4n3)cc2c1 | 1.3 | 5
72 | COc1cc(/C=C2/C(=O)NN(c3ccc(Cl)cc3)C2=O)ccc1O | 0.9 | -3
73 | CCCCCCOc1ccc(N2C(=O)C=CC2=O)cc1 | 2.5 | 1
74 | Nc1cccc(-c2cccc(C(=O)NCCc3ccc(O)cc3)n2)c1 | -0.1 | 14
75 | CCCOC(=O)C1=C(C)N(C)C(=O)NC1c1cc2c(cc1Br)OCO2 (centres undefined) | 0.7 | 12
76 | CNC(=O)c1nnc(Cc2ccc(Cl)cc2)o1 | -0.6 | -7
77 | C=CCNCCC1CCC(=O)N1CCc1ccc(Cl)cc1 (centres undefined) | 2.5 | 1
78 | CN(C)c1ccc(C(=O)N2CC(=O)N(CCc3ccccc3)C(=O)C2)cc1 | -0.1 | 2
79 | Cn1c(=NC(=O)C2=COCCO2)sc2cccc(F)c21 | -3.6 | -46
80 | NCc1cccc(-c2cnc(Nc3ccc(N4CCOCC4)cc3)c3nccn23)c1 | 1.2 | 3

nr | MITF inh | FBW7 act
71 | 0 | 0.1
72 | -24 | 0.0
73 | -1 | 0.0
74 | 6 | -0.1
75 | 9 | -0.1
76 | -15 | -0.1
77 | 5 | 0.0
78 | 7 | 0.0
79 | -5 | 0.1
80 | 16 | 0.1

Continuation.
nr | SMILES | GPR151 activ | TEAD-YAP inh
81 | O=C(CSCc1ccc(Cl)cc1)Nc1cccc(Oc2ccc3c(c2)C(=O)N(c2ccccc2)C3=O)c1 | -0.3 | -11
82 | Cc1cccc(NC(=O)CN(C)S(=O)(=O)c2cc3c(cc2Cl)NC(=O)CO3)c1 | -0.3 | -1
83 | CN(Cc1ccccc1)C1CCN(Cc2ccc(F)cc2)CC1 | 0.3 | 3
84 | COc1ccccc1NC(=O)c1ccc(C2CCCCC2)cc1 | 1.4 | -17

nr | MITF inh | FBW7 act
81 | 16 | 0.2
82 | 16 | 0.7
83 | 44 | -0.1
84 | 1 | 0.9
